Lipid storage S3 – qHTS Assay for Lipid Storage Modulators in Drosophila S3 Cells. Drosophila S3 cells, BODIPY lipid droplet fluorescence, 18-24 h; cells fed with added oleic acid. lipid storage change, negative = inhibition, % at the top dose, mostly 46.1 µM; hits show Potency in µM. hit rate 0.64% among 320,000; active means well fitted inhibition curve with a large enough effect in the signal ratio, with a control signal flat, not every such curve was filed as active; inconclusive means small, poorly fitted or top-dose-only effect, or effect the other way, or a change in a side signal; the % refers to the signal ratio
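Laser-scanning cytometry quantifies lipid droplet accumulation (500–530 nm total intensity; droplet/cell object ratio) in oleic acid-fed (400 uM added) Drosophila S3 cells treated with a concentration series. 20 uM Triacsin C defined 100% inhibition.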
Lipid storage S3 cell count max – also measured in Lipid storage S3; calls as there; cell number change, %; measured here: cell count max response;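 cells counted by Cell Tracker Red CMTPX staining in the red channel; peak over a dose series mostly up to 46.1 µM; percent activity relative to internal control wells on each plate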
Numbers without * were called inactive; i = inactive; ? = inconclusive; · = no result given. On the % scale 0 is the no-effect control and ±100 the full control effect; potency means the concentration at half of the fitted maximal effect.

Every second line gives: Lipid storage S3, Lipid storage S3 cell count max
Nc1nc(SCC(=O)N2CCCC2)[nH]c(=O)c1NC(=O)c1cccs1
    ?, ·
O=C(c1ccco1)N1CCN(Cc2c(Cl)cccc2Cl)CC1
    i, ·
Cc1csc2ncc(C(=O)NCc3ccccn3)c(=O)n12
    11%, -14
CN1CCN(S(=O)(=O)c2ccc(NC(=S)NC(=O)c3ccccc3)cc2)CC1
    ?, ·
CCOC(=O)c1sc(Nc2nc3cc4c(cc3s2)OCO4)cc1C
    ?, ·
Cc1cc(C)c(S(=O)(=O)N/N=C/c2ccc3c(c2)OCO3)c(C)c1
    22%, -19
CC(C)c1ccc(/C=N/Nc2ccc(C(=O)O)cc2)cc1
    ?, ·
COc1ccccc1-c1n[nH]c(=S)n1Cc1ccco1
    ?, ·
CCOc1cccc(C2/C(=C(/O)c3ccc4c(c3)CC(C)O4)C(=O)C(=O)N2Cc2ccncc2)c1 (stereo unspecified)
    ?, ·
O=C(O)CNC(=O)/C(=C/c1cccc([N+](=O)[O-])c1)NC(=O)c1ccco1
    ?, ·
C/C(=N\NC(=O)c1nnn(-c2nonc2N)c1CSc1ccccc1)c1ccco1
    i, ·
O=C(OCCCN1CCCC1)C1(c2ccccc2)CCCC1
    ?, ·
CCc1ccccc1N(CC(=O)N1CCCCCC1)S(C)(=O)=O
    ?, ·
O=C(N/N=C/c1ccc2c(c1)OCO2)C(=O)Nc1ccccc1
    1%, 5
COc1ccc(OC)c(S(=O)(=O)N(C)CC(=O)N2CCc3ccccc3C2)c1
    14%, 8
Cc1ccc(CNC(=O)CSc2nc(C)cc(C)c2C#N)cc1
    12%, -1
Cc1ccc(S(=O)(=O)N2CCN(C(=O)c3cccs3)CC2)cc1
    ?, ·
CCOc1ccc(NC(=O)CN2CCN(CC(=O)Nc3ccc(F)c(F)c3)CC2)cc1
    i, ·
COc1ccc(-n2c(SC(CN3CCCCC3)CN3CCCC3=O)nc3ccccc3c2=O)cc1 (stereo unspecified)
    ?, ·
COCCNC(=O)CN(C(=O)CCC(=O)Nc1ccccn1)c1ccc(C)c(C)c1
    -1%, -10
O=C(COC(=O)c1cc(Br)ccc1Cl)NC1CC1
    3%, ·
C=CCn1c(-c2ccccc2[N+](=O)[O-])n[nH]c1=S
    17%, 0
CC1CCCN(S(=O)(=O)c2cc(Cl)ccc2Cl)C1 (stereo unspecified)
    i, -24
C=CCn1c(-c2cccc(OC)c2)nc2nc3ccccc3nc21
    -25%, -23
COc1cccc(NC2=NCC(=O)N2Cc2cccs2)c1
    17%, 8
CCn1c(SCC(=O)N2CCOCC2)nnc1-c1ccco1
    i, 4
CCn1c(SCC(=O)NC2CCCCC2)nc2c(c1=O)SC(C)C2 (stereo unspecified)
    1%, -6
COc1ccc(/C=N/NC(=O)CC(=O)N/N=C/c2ccc(OC)cc2)cc1
    -5%, ·
COc1ccc(Cn2c(/C=C/c3ccccc3)nc3ccccc32)cc1
    24%, 16
Cc1ccc(NC(=O)CCC(=O)NNC(=S)Nc2ccc(F)cc2F)cc1C
    ?, ·

Overlap with the part before: 2 compounds, then new ones.
Every second line gives: Lipid storage S3, Lipid storage S3 cell count max
COc1ccc(Cn2c(/C=C/c3ccccc3)nc3ccccc32)cc1
    24%, 16
Cc1ccc(NC(=O)CCC(=O)NNC(=S)Nc2ccc(F)cc2F)cc1C
    ?, ·
COc1ccc(N(C(C)C(=O)NCc2ccco2)S(C)(=O)=O)cc1 (stereo unspecified)
    9%, 0
Cc1ccc2nc(C3CCCN(C(=S)Nc4ccccc4C)C3)[nH]c2c1 (stereo unspecified)
    9%, -20
Cc1noc(C)c1C(=O)Nc1ccc(S(=O)(=O)N2CCCCC2)cc1
    -8%, 7
CCCNS(=O)(=O)c1ccc(OCC(=O)N2CCCC2)cc1
    ?, ·
COC(=O)c1c(N2C(=O)[C@H]3[C@@H](C2=O)[C@]2(C(=O)Nc4c2ccc(C)c4C)N2CCC[C@@H]32)sc(C)c1C
    -12%, -3
Cc1ccc(CNC(=O)c2cncc(Br)c2)cc1
    ?, ·
COc1ccc(OC)c(-c2csc(NC(=O)COC(=O)C3(C)CC3(Cl)Cl)n2)c1 (stereo unspecified)
    ?, ·
COC(=O)NCCc1cc(OC)c(OC)cc1S(=O)(=O)N1CC(=O)Nc2ccccc21
    8%, 15
NC(=O)c1ccccc1NC(=O)c1ccc2ccccc2c1
    ?, ·
COc1ccccc1N1N=C(c2cccs2)CC1c1ccccc1 (stereo unspecified)
    ?, ·
CC(=O)N(C)c1ccc(C(O)(C(F)(F)F)C(F)(F)F)cc1
    -5%, 10
CCOc1ccc(NC(=O)CN(C)C(=O)c2ccc(N3CCCCCC3)c([N+](=O)[O-])c2)cc1OCC
    17%, 15
CC(C)=CCN1CCN(Cc2ccc3nsnc3c2)CC1CCO (stereo unspecified)
    15%, 10
CSC(=NC#N)N1CCN(c2ccc(Cl)cc2)CC1
    5%, -8
CC(C)(C)NC(=O)COC(=O)c1ccc2c(c1)C(=O)N(Cc1ccco1)C2=O
    i, -13
CN(C(=O)COc1ccc(Cl)cc1Br)C1CCCCC1
    ?, ·
C=CCOc1ccc(CNn2c(C)n[nH]c2=S)cc1OC
    13%, -18
CCOC(=O)CCN1C(=O)c2ccccc2Sc2ncccc21
    ?, ·
Cc1cccc(C)c1NC(=O)C1CCCN1C(=O)Nc1cccc(F)c1 (stereo unspecified)
    ?, ·
O=C(NCCCO)C(=O)NCC(c1ccc2c(c1)OCO2)N1CCN(c2ccc(F)cc2)CC1 (stereo unspecified)
    ?, ·
CS(=O)(=O)N1CCc2cc(C(=O)Nc3ccccc3Br)ccc21
    ?, ·
CC(C)CCNC(=O)CN(C(=O)CCC(=O)Nc1ccccn1)c1ccc(F)c(Cl)c1
    i, ·
COc1ccccc1Nc1nc(-c2sc(N)nc2C)cs1
    -15%, 6
NC(=O)CC(NC(=O)c1cccc(Br)c1)c1ccc(N2CCC(N3CCCC3)CC2)c([N+](=O)[O-])c1 (stereo unspecified)
    -10%, 6
CCN1C(=O)[C@H]2[C@@H](c3ccc(-c4ccc(Cl)c(Cl)c4)cc3)N3CCCC[C@@]3(C(=O)OC)[C@H]2C1=O
    ?, ·
CCC(C)(C)NC(=O)CN(Cc1cccs1)C(=O)CCC(=O)Nc1nccs1
    -13%, 14
COc1ccc(CCNC(=O)CN(c2ccc(OC)c(OC)c2)S(C)(=O)=O)cc1OC
    ?, ·
CSc1ccc(NC(=O)C(C)N2CCN(C)CC2)cc1 (stereo unspecified)
    -7%, 6
COc1ccccc1C(=O)Nc1ccc(-c2nnn(CC(=O)N3CCN(C(=O)c4ccco4)CC3)n2)cc1
    ?, ·
O=S(=O)(Nc1cccc(-c2cn3cccnc3n2)c1)c1ccc(F)cc1
    ?, ·
COc1ccc(-c2cn(-c3ccccc3)c(=S)[nH]2)cc1OC
    3%, 15
Cc1ccc(-c2cccc(C3CC=CC4C3C(=O)N(Cc3ccccc3)C4c3ccc(C(F)(F)F)cc3)c2)cc1 (stereo unspecified)
    12%, 1
CS(=O)(=O)c1ccc(Oc2ccc(-c3nnco3)cc2)c([N+](=O)[O-])c1
    i, 5
Cc1cccc(Nc2nnc(SC3CCOC3=O)s2)c1C (stereo unspecified)
    ?, ·
CC(C)Cn1c(CN2CCCCC2C)nc2c1c(=O)n(C)c(=O)n2C (stereo unspecified)
    ?, ·
Cc1sc2cc(-c3cccc([N+](=O)[O-])c3)c(-c3cccc([N+](=O)[O-])c3)c[n+]2c1C
    ?, ·
CN(C)c1ccc(C(=O)NCc2ccc3c(c2)OCO3)cc1
    ?, ·
Cn1cccc1Cc1nnc(SCC(=O)Nc2ccc(F)cc2)n1CCc1ccccc1
    -4%, -7
CN(CC(=O)NCc1ccccn1)S(=O)(=O)c1cc(Cl)ccc1Cl
    29%, ·
Clc1ccc(SCCn2cncn2)cc1
    i, -5
O=C(COC(=O)c1ccc(Cl)nc1)NCCC1=CCCCC1
    ?, ·
COc1ccccc1NC(=O)C1CCN(C(=O)C2CC(=O)N(c3ccc(C)cc3)C2)CC1 (stereo unspecified)
    ?, ·
O=C1CN(C(=O)c2ccccn2)c2ccccc2N1
    ?, ·
COC(=O)c1ccc(OCC(=O)c2ccccc2)cc1
    ?, ·
CCOC(=O)CSc1nc(-c2ccncc2)ccc1C#N
    ?, ·
CCCCOC(=O)Cn1c(=O)n(CC(=O)OCCCC)c2ccccc21
    -4%, 7
O=C(NNC(=O)C1CCCN(c2ncccn2)C1)c1ccncc1 (stereo unspecified)
    9%, -9
OCCN1CCN(c2cc(C(F)(F)F)nc3c(F)cccc23)CC1
    6%, 16
Cc1ccc(OCC(=O)N(Cc2ccccc2)C2CCS(=O)(=O)C2)c([N+](=O)[O-])n1 (stereo unspecified)
    13%, 14
COc1ccc(Nc2nc(NCCCN3CCOCC3)nc(N)c2[N+](=O)[O-])cc1
    7%, 13
CCN(CC)CC(C)CNC(=O)C1(O)c2ccccc2NC(=O)N1c1ccc(Cl)c(Cl)c1 (stereo unspecified)
    8%, 9
CC(=O)c1sc(NC(=O)CCN2C(=O)c3ccccc3C2=O)nc1C
    ?, ·
COc1ccc(C2CC3CC(c4ccccc4)N2O3)cc1 (stereo unspecified)
    2%, -15
O=c1c2ccccc2nc(SCc2cc(F)cc3c2OCOC3)n1Cc1ccco1
    ?, ·
CCOC(=O)N1CCN(S(=O)(=O)c2ccc3c(c2)CC(C)N3C(=O)C2CC2)CC1 (stereo unspecified)
    i, 21
O=C1CS/C(=C\[N+](=O)[O-])N1c1ccccc1
    ?, ·
Clc1ccc(CSc2nnc(NC3=NCCCCC3)s2)cc1
    5%, 5
COc1ccc(OC)c(CCNC(=O)c2ccc3c(c2)N(Cc2ccc(F)cc2)CCS3)c1
    ?, ·
COc1cccc(-c2noc(CCC(=O)NC3CCCCC3)n2)c1
    ?, ·
CCCCN(C(=O)C1CCCC1)C1CCS(=O)(=O)C1 (stereo unspecified)
    0%, -6

Further entries
Every second line gives: Lipid storage S3, Lipid storage S3 cell count max
COC(=O)CCn1nnc(-c2ccc(C(C)C)cc2)n1
    ?, ·
Cc1nn(Cc2ccccc2)c(Cl)c1C(=O)OC(C)C#N (stereo unspecified)
    ?, ·
Cc1cccc(C)c1NC1=NC(=S)N(c2ccc(C(=O)O)cc2)C12CCCCC2
    ?, ·
CCOC(=O)c1sc(C)c(C(=O)NCCCN2CCOCC2)c1N
    ?, ·
COc1cc(NC(=O)c2cccs2)ccc1NC(=O)c1ccccc1Cl
    -7%, -8
O=C(Cn1cc2c(n1)CCCCC2)NCc1cccs1
    ?, ·
CC(Sc1nnc(-c2ccc(OC(F)F)cc2)o1)C(=O)NCC1CCCO1 (stereo unspecified)
    -2%, 9
CCN(C(=O)CCNC(=O)Cn1cnc2ccccc2c1=O)c1ccccc1F
    i, -1
CCOc1ccc(S(=O)(=O)NCCC(=O)N(C)Cc2ccc(C)o2)cc1
    ?, ·
O=C(CSCc1ccc(Cl)cc1)N/N=C/c1c(Cl)cccc1Cl
    ?, ·
Cc1ccc(S(=O)(=O)N2CCN(c3ccc([N+](=O)[O-])c(NCCN4CCOCC4)c3)CC2)cc1
    -9%, -9
Cc1nnc(N/N=C/c2c(Cl)cccc2Cl)n1N
    ?, ·
N#CCCN(C(=O)COc1ccc(F)cc1Br)c1ccccc1F
    ?, ·
Cc1noc(C)c1COc1ccc(C(=O)OCC(=O)Nc2ccc3ccccc3c2)cc1
    i, ·
Cc1ccc(S(=O)(=O)Cn2nnnc2C(C(C)C)N2CCC(O)CC2)cc1 (stereo unspecified)
    ?, ·
O=c1c2cc(Cl)ccc2nc(-c2ccc([N+](=O)[O-])cc2)n1O
    14%, 27
CC12CCC(=O)N1C(C(=O)Nc1nc3c(F)cc(F)cc3s1)CS2 (stereo unspecified)
    i, -10
CCN(c1cccc(C)c1)S(=O)(=O)c1c(C)[nH]c(=O)[nH]c1=O
    ?, ·
CC1(Cc2ccc3c(c2)OCO3)NC(=O)NC1=O (stereo unspecified)
    1%, ·
O=C(CCC(=O)NC1CC1)Nc1nnc(C2CCCCC2)s1
    21%, 21
O=C(Nc1cccc(S(=O)(=O)N2CCOCC2)c1)c1cc2ccccc2o1
    1%, 2
Cn1c(CNc2ccc(Cl)cc2)nc2ccccc21
    ?, ·
C/C(=N\NC(=O)CCn1nnc2ccccc21)c1cccs1
    9%, 15
COc1ccc(S(=O)(=O)N2Cc3ccccc3CC2C(=O)Nc2ccc(O)cc2)cc1OC (stereo unspecified)
    i, ·
Cc1ccccc1OCC(=O)NCC(C)(C)N1CCOCC1
    ?, ·
O=C(Nc1ccccc1N1CCOCC1)c1ccccc1NS(=O)(=O)c1ccc(F)c(F)c1
    ?, ·
O=C1/C(=C/c2cccnc2)CCc2c1[nH]c1ccccc21
    19%, -6

Part of the list above, with each value named:
COc1ccc(S(=O)(=O)N2Cc3ccccc3CC2C(=O)Nc2ccc(O)cc2)cc1OC (stereo unspecified)
  Lipid storage S3: i
  Lipid storage S3 cell count max: ·
Cc1ccccc1OCC(=O)NCC(C)(C)N1CCOCC1
  Lipid storage S3: ?
  Lipid storage S3 cell count max: ·

Single values from above:
Lipid storage S3 with `COc1ccc(/C=N/NC(=O)CC(=O)N/N=C/c2ccc(OC)cc2)cc1` reads -5%
Lipid storage S3 cell count max with `Cc1noc(C)c1C(=O)Nc1ccc(S(=O)(=O)N2CCCCC2)cc1` reads 7
Lipid storage S3 cell count max with `COc1cccc(NC2=NCC(=O)N2Cc2cccs2)c1` reads 8

Screens as filed in PubChem.

The list is partial, so the mix of outcomes need not match the whole.
